PglD DTNB: C. jejuni PglD acetyltransferase inhibitors, primary screen, biochemical, DTNB colorimetric, single point; UDP-N-acetylbacillosamine N-acetyltransferase PglD (Campylobacter jejuni); purified PglD enzyme, DTNB colorimetric CoA detection; inhibition, % at 12.5 µM; actives 0.098% (n = 360,000); AID 602405, 2012; in the data active = inhibition above about 16%, passing the limit was not always enough; inconclusive = no clear call, values can overlap the other calls; also: strong numbers were not always called active
LGR2 antag: inhibitors of bursicon-induced LGR2 CRE-luciferase signal, primary screen, cell-based, HEK293, CRE-luciferase reporter, bursicon stimulation; Drosophila bursicon receptor LGR2 (rickets); bursicon-stimulated, 4 h; inhibition, % at 9.99 µM; actives 0.35% (n = 380,000); AID 720647, 2013;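 active = drop in luminescence signal, shown as inhibition above about 50% in the replicate tests, limit read from the data, passing the limit was not always enough; inconclusive = probably only some replicates passing the limit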;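 also: agonist challenge used bursicon conditioned medium at about half maximal strength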
ARNT-TACC3 inh: disruptors of ARNT/TACC3 protein interaction, primary screen, biochemical, AlphaScreen, single concentration | Transforming acidic coiled-coil-containing protein 3 (Homo sapiens), Q9Y6A5 | AlphaScreen His-ARNT PAS-B/GST-TACC3 binding, luminescence; TACC3 fragment carries E629A point mutation | inhibition, % at 9.99 µM | actives 0.66% (n = 390,000);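 active = mean inhibition of replicates at least 50% and at least half of replicates each reaching 50%; inconclusive = half or more replicates reach 50% but mean below 50%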;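 also: 0% = complete ARNT plus TACC3 wells and 100% = ARNT alone without TACC3; many hits fall short of the cut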
PGC1a acetyl inh: inhibitors of PGC1a acetylation signal, primary screen, cell-based, U2OS, AlphaScreen, inhibitor mode; AlphaScreen anti-acetyl-lysine; with virally co-expressed GCN5 acetyltransferase; inhibition, % at 15.6 µM; actives 0.17% (n = 350,000);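 active = every replicate shows inhibition of at least 40%; inconclusive = mean inhibition at least 40% but some replicate below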;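 also: 0% = neutral control wells and 100% = positive control wells; some results beyond the cut were filed as inactive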
GSIS activator: GLuc luminescence reporter in INS-1E cells, primary screen for activators of glucose-dependent secretion of insulin | INS-1E GLuc reporter insulin secretion, 2-3 h | activation, % at 16.6 µM | actives 0.61% (n = 370,000);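 active = lowest replicate activation of at least 40%, so every replicate reaches that level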;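 also: 0% = median of neutral control wells and 100% = median of IBMX positive control wells; some compounds called inactive have numbers as strong as hits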
Cneo AK release: Cryptococcus neoformans cell lysis inducers, primary screen, AK release luminescence, single concentration. actives 0.2% (n = 360,000). lysis activity, % at 15 µM. C. neoformans lysis, adenylate kinase release luminescence, 4 h; normalised: neutral wells 0, clomiphene wells 100;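 active = mean lysis activity across replicates of at least 80%, whatever share of replicates individually reach that level; inactive = mean lysis activity below 80%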
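Material: C. neoformans cells; Schedule: 4 h static compound exposure, 37 °C, read 1 h post-reagent; Measured by: adenylate kinase release luminescence; Read-out: signal increase indicating cell lysis; Controls: Clomiphene as positive lysis control.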
PAX8 inh HTS: inhibitors of PAX8-driven TPO luciferase reporter, primary screen, RMG-I cells, single concentration; inhibition, % at 12.6 µM; actives 1.2% (n = 360,000); SteadyGlo, 24 h; AID 652154, 2013;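 active = mean replicate inhibition at least 60% with every replicate also reaching 60%; inconclusive = only one of the two criteria is met; inactive = mean below 60% and not all replicates reaching 60%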;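 also: luciferase light reporting Pax8 driven TPO promoter activity; plate controls were median of neutral control wells for no effect and mitoxantrone controls for full effect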
C2C12 statin: suppressors of statin myotoxicity in C2C12 myotubes, primary screen, cell-based, single point, plate reader; rescue of ATP level, % at 7.49 µM; actives 0.78% (n = 330,000); C2C12 myotubes + simvastatin, ATP luminescence, 48 h; scaled: DMSO 0, geranylgeraniol control 100;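 active = mean ATP rescue above about 67%, or every replicate alone reaching that limit, limit read from the data, passing the limit was not always enough; inconclusive = no clear call, values can overlap the other calls; inactive = mean under the limit and some replicate under it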;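 also: myotubes were challenged with 10 µM simvastatin during compound exposure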
An asterisk follows results filed as active; ? = inconclusive; . = not tested or not shown; & = joins results of further samples.

SMILES	PglD DTNB	LGR2 antag	ARNT-TACC3 inh	PGC1a acetyl inh	GSIS activator	Cneo AK release	PAX8 inh HTS	C2C12 statin
COCCN(CCOC)S(=O)(=O)c1ccc(C(=O)Nc2sc3c(c2C(N)=O)CCCCC3)cc1	.	-33.3	-20.9	.	-9.7	.	31.7	.
CCC(=O)N1C[C@H](C)[C@H](OC)CN(C)C(=O)c2ccc(NC(=O)NC(C)C)cc2OC[C@@H]1C	0.1	-3.7	1.2	-9.2	-1.6	-0.3	-2.1	0.0
CCCNS(=O)(=O)c1cccc(C(=O)OCc2cc(=O)oc3cc(OC)ccc23)c1	1.8	-18.9	-5.8	.	25.8	4.9	11.7	-0.9
C=CCn1c(SCCOc2ccc(OC)cc2)nnc1C(C)NC(=O)c1ccc(OC)cc1 (stereo not given)	4.3	5.9	-7.9	14.0	-9.4	-1.3	.	2.0
CC(C)NC(=O)N(C)C[C@@H]1OCCCC[C@@H](C)Oc2ccc(NC(=O)c3ccccc3)cc2C(=O)N([C@@H](C)CO)C[C@H]1C	-1.0	6.0	-0.8	-3.6	-1.4	-0.8	13.9	.
Cc1cc(NC(=O)CSc2nc3cc(Cl)ccc3o2)no1	1.7	3.1	11.8	.	14.3	6.3	-28.9	-3.8
CO[C@H]1CN(C)C(=O)c2cc(NS(=O)(=O)CC(F)(F)F)ccc2OC[C@@H](C)N(CCC(F)(F)F)C[C@@H]1C	-0.8	9.6	-1.1	-15.5	-5.6	-0.8	11.2	-9.4
O=C(c1ccco1)N1CCN(S(=O)(=O)c2ccc3c(c2)CCN3C(=O)C2CCC2)CC1	1.3	.	-1.3	-5.0	.	-0.8	0.3	2.9
COc1ccc(N2C(=O)C(C)C(Cc3ccc(C)cc3)C2=O)cc1 (stereo not given)	1.0	-12.1	-20.6	7.1	-2.2	-6.3	-14.3	1.0
C[C@H]1CN([C@@H](C)CO)C(=O)c2cc(-c3cccnc3)cnc2O[C@@H]1CN(C)C(=O)C1CCCCC1	.	6.7	.	6.5	31.2	.	.	6.4
COc1cc2c(cc1OC)C(c1ccc(C)o1)CC(=O)N2 (stereo not given)	-0.3	-10.1	6.3	5.5	18.5	2.2	-20.2	8.2
OCCc1ccc(NCCc2cccs2)cc1	-0.1	-51.0	.	8.8	8.6	0.5	-104.1	4.8
COc1ccc(NC(=O)N(C)C[C@@H]2Oc3ccc(NS(=O)(=O)c4ccc(C)cc4)cc3CC(=O)N([C@@H](C)CO)C[C@@H]2C)cc1	.	-12.5	.	2.9	17.6	.	22.3	14.9
CC1(C)CC(=O)C/C(=N/NC(=O)CCCOc2ccc(Cl)cc2Cl)C1	-0.6	.	-2.0	15.4	.	-0.8	2.7	-2.7
O=C(C[C@H]1C[C@@H]2c3cc(NC(=O)NC4CCCC4)ccc3O[C@@H]2[C@@H](CO)O1)NCc1ccccn1	.	-17.9	.	5.5	-6.7	.	-24.6	.
C[n+]1ccn(CC(=O)c2cc(C(C)(C)C)c(O)c(C(C)(C)C)c2)c1	1.8	6.7	-2.5	-11.3	-19.1	0.6	5.9	10.1
COc1ccc(-c2nc3c(c(SCC(=O)N4CCCC4)n2)COC(C)(C)C3)cc1	6.3	18.2	-1.5	-6.6	-1.0	5.3	6.2	-9.6
O=C1CC(c2ccccc2)CC(O)=C1C=NCCN1CCOCC1 (stereo not given)	1.6	.	-12.5	14.6	.	1.5	.	0.3
O=C(Nc1ccccc1N1CCOCC1)c1ccco1	.	-6.7	0.9	0.1	-3.8	.	2.0	1.4
COc1cccc(-n2c(CN3CCN(c4cccc(C)c4)C(C)C3)nc3ccc([N+](=O)[O-])cc3c2=O)c1 (stereo not given)	7.0	0.7	-7.2	-4.5	-2.5	-5.9	25.8	.
Cc1cccc(S(=O)(=O)N2C[C@@H]3N[C@H](C2)C3c2ccc(-c3ccncc3)cc2)c1 (stereo not given in full)	.	-1.0&9.9	.	-0.4&7.7	-5.7&-2.8	.	-7.8&11.9	.
O=S(=O)(Nc1ncccn1)c1ccc(NS(=O)(=O)c2cc(Cl)ccc2Cl)cc1	.	33.0	2.0	.	-0.6	.	21.0	.
C[C@@H]1CCCCO[C@H](CN(C)C(=O)Cc2ccccc2)[C@@H](C)CN([C@@H](C)CO)C(=O)c2cc(NC(=O)Nc3ccc(F)cc3)ccc2O1	-4.3	11.7	-2.7	-4.7	-14.1	-0.7	56.7	.
CC(C)Oc1ccc(C(=O)NCc2ccco2)cc1	-0.9	.	-2.2	5.8	.	-1.8	.	127.3*
CC1N(O)C(c2ccc(Cl)cc2Cl)N(O)C1(C)C (stereo not given)	3.1	.	-4.4	-3.7	.	-1.5	.	13.0
COc1ccc(C2C(=O)N(C3CCCCC3)CC(=O)N2Cc2ccc3c(c2)OCO3)cc1 (stereo not given)	-2.5	4.5	7.9	-6.0	-40.8	-1.6	.	37.9
CN(C)C(=O)c1cccc(-c2cnc3cccnn23)c1	3.9	-40.0	.	.	12.9	0.3	-29.7	-8.3
Cc1cc(OC(=O)c2ccc(S(=O)(=O)N(C)C)cc2)cc(=O)o1	3.6	.	-4.9	.	.	-0.5	.	-15.1
C[C@@H](NC(=O)C[C@@H]1CC[C@@H]2[C@H](COC[C@@H](O)CN2C(=O)Nc2cc(Cl)cc(Cl)c2)O1)c1ccccc1	-2.8	10.5	12.6	-0.8	-9.1	17.1	23.6	22.8
COC(=O)c1nc2nc(-c3cccs3)cc(C(F)(F)F)n2n1	-2.5	23.1	.	3.2	6.8	-5.2	-8.2	10.0
O=c1c2ccccc2sn1-c1ccccc1F	0.3	-10.1	.	.	85.8*	-1.0	14.3	-0.4
COC(=O)c1ccc(/C=C(\C#N)c2ccccn2)cc1	-0.6	-17.7	-0.3	12.1	2.0	-8.5	-176.1	-6.0
CO[C@H]1CN(C)C(=O)c2ccc(NC(=O)c3cc(C)on3)cc2OC[C@@H](C)N(C(=O)C2CC2)C[C@H]1C	1.6	-0.6	-15.0	.	-12.3	-0.7	-8.8	3.3
Cc1nc(CS(=O)(=O)c2ccccc2)cc(N2CCN(c3ccccc3F)CC2)n1	0.7	0.1	4.5	7.0	-3.7	0.4	12.8	-5.4
Cc1cccc(NC(=O)CCCc2ccccc2)c1C	-2.8	-15.5	-2.3	1.8	10.7	0.7	-15.7	2.2
CC1CN(C(=O)c2ccc(NS(=O)(=O)c3ccc(F)cc3)cc2)CC(C)O1 (stereo not given)	4.1	17.6	-2.0	.	1.1	1.5	-6.3	-5.0
Cc1ccc(CNC(=O)C2(C(F)(F)F)C/C(=C\Cc3ccccc3)CCCO2)o1 (stereo not given)	-1.5	.	-1.1	-2.6	.	4.3	.	22.4
O=C(Nc1nccs1)c1cncc(Br)c1	.	-31.4	-1.9	-4.1	6.0	.	-101.8	?
CC(C)NC(=O)NCC[C@@H]1CC[C@H](NC(=O)Nc2ccccc2)[C@H](CO)O1	0.7	9.0	-3.1	-3.3	-0.7	11.0	1.9	1.1
O=C(C[C@H]1CC[C@H]2[C@@H](COC[C@@H](O)CN2C(=O)C2CC2)O1)NCc1ccncc1	1.3	2.9	1.7	-3.8	0.6	-1.5	1.7	1.3
CC(=O)N1[C@@H]2Cn3c(ccc(-c4ccccc4)c3=O)[C@H]1[C@@H](C(=O)NCCCN1CCOCC1)[C@@H]2CO	.	4.0	.	18.5	8.5	.	-18.2	.
CCC(=O)N(C)C[C@H]1[C@@H](c2ccc(C3=CCCC3)cc2)[C@@H](CO)N1C(=O)CC	4.1	-3.0	10.4	7.6	6.1	3.0	1.8	-11.4
Cc1ccc(/C=N/Nc2ccnc3cc(Cl)ccc23)c(C)c1	-3.9	.	-13.1	.	4.4	-3.1	11.2	.
Cc1nc2c(C)cccn2c(=O)c1NC(=O)c1cccs1	-2.3	-7.1	0.5	.	0.5	4.7	3.5	2.6
COc1ccccc1S(=O)(=O)N[C@@H]1CC[C@@H](CCn2cc(C3CCCC3)nn2)O[C@@H]1CO	.	-8.5	.	-8.5	-1.7	.	-4.0	.
O=C(/C=C/c1ccccc1)Nc1cc(S(=O)(=O)N2CCOCC2)ccc1N1CCOCC1	-4.7	-7.8	2.1	4.5	14.7	2.5	-4.5	3.1
Cc1ccccc1-c1cnc2c(c1)C(=O)N([C@H](C)CO)C[C@@H](C)[C@@H](CN(C)C(=O)CC1CC1)O2	-5.4	22.7	-3.7	-0.8	17.1	64.3	-3.4	-4.5
COc1cccc(NC(=O)N2CCC(NC(=O)c3ccco3)CC2)c1	.	-12.5	-4.8	0.5	-1.1	.	7.6	10.1
CC(=O)N/C(=C\c1ccccc1Cl)C(=O)O	3.0	-1.5	-14.4	-2.8	7.7	3.4	.	-12.1
O=C(Nc1nccs1)c1nc[nH]c1C(=O)N1CCN(c2ccccc2)CC1	4.6	3.8	16.5	1.5	-2.7	-2.2	-6.5	0.6
N#CC1=C(N)N(c2ccccc2C#N)C2=C(C(=O)CCC2)C1c1ccsc1 (stereo not given)	1.0	.	14.7	10.5	.	-0.1	27.2	27.0

Random excerpt: six compounds from above.
SMILES	PglD DTNB	LGR2 antag	ARNT-TACC3 inh	PGC1a acetyl inh	GSIS activator	Cneo AK release	PAX8 inh HTS	C2C12 statin
Cc1ccc(/C=N/Nc2ccnc3cc(Cl)ccc23)c(C)c1	-3.9	.	-13.1	.	4.4	-3.1	11.2	.
Cc1nc2c(C)cccn2c(=O)c1NC(=O)c1cccs1	-2.3	-7.1	0.5	.	0.5	4.7	3.5	2.6
Cc1ccccc1-c1cnc2c(c1)C(=O)N([C@H](C)CO)C[C@@H](C)[C@@H](CN(C)C(=O)CC1CC1)O2	-5.4	22.7	-3.7	-0.8	17.1	64.3	-3.4	-4.5
CC(=O)N1[C@@H]2Cn3c(ccc(-c4ccccc4)c3=O)[C@H]1[C@@H](C(=O)NCCCN1CCOCC1)[C@@H]2CO	.	4.0	.	18.5	8.5	.	-18.2	.
O=C(/C=C/c1ccccc1)Nc1cc(S(=O)(=O)N2CCOCC2)ccc1N1CCOCC1	-4.7	-7.8	2.1	4.5	14.7	2.5	-4.5	3.1
CC(=O)N/C(=C\c1ccccc1Cl)C(=O)O	3.0	-1.5	-14.4	-2.8	7.7	3.4	.	-12.1

Records above that bear a hit mark in GSIS activator:
Structure	PglD DTNB	LGR2 antag	ARNT-TACC3 inh	PGC1a acetyl inh	GSIS activator
O=c1c2ccccc2sn1-c1ccccc1F	0.3	-10.1	.	.	85.8*

Outcome played no part in choosing rows; any-hit rate near 2.9%.
